Bioassay records (PubChem BioAssay)
POLH inh – qHTS for Inhibitors of Polymerase Eta | Potency, µM (titrated, usually from 114 µM), inactives show at the top dose activity change, negative = inhibition, hits mostly inhibitors | 1.2% of 390,000 active | recombinant Pol eta, fluorescent DNA replication assay; further: on the % scale 0 is the no-effect control and ±100 the full control effect
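Pol eta (10 nM) was preincubated with compounds for 15 min at room temperature, after which fluorescent replication substrate (50 nM final) was added to start the reaction. Fluorescence was read kinetically at 0 and 10 min.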
Apoferritin bind – qHTS Assay for Identification of Novel General Anesthetics; Ferritin light chain (Equus caballus), P02791; apoferritin/1-aminoanthracene competitive binding, fluorescence; Potency, µM (titrated, usually from 77.5 µM), without a hit: at the top dose activity change, negative = displacement, hits mostly inhibitors; 0.074% of 350,000 active; AID 485281, 2010; further: on the % scale 0 is the no-effect control and ±100 the full control effect; nearly all actives have a fitted effect of over 20% in size
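10 uM apoferritin + 50% sat. 1-AMA, PBS; cpd 10 min RT; Ex380/Em535 endpoint; normalized to free probe vs complex; 4-param Hill fit; propofol titration as pos. ctrl.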
G9a block – qHTS Assay for Inhibitors of Histone Lysine Methyltransferase G9a; 8.8% of 350,000 active; G9a H3K9 monomethylation, AlphaScreen, 2 h; Potency, µM (series often up to 102 µM), for the others: top-dose activity, negative = inhibition, hits mostly inhibitors; further: on the % scale 0 is the no-effect control and ±100 the full control effect; nearly all actives have a fitted effect of over 75% in size
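Enzyme 20 nM + cpd, 15 min RT; add b-H3K9 pep 500 nM / SAM 20 uM; 2 h RT; anti-H3K9me1 Ab 0.5 ug/mL + SA donor / anti-rabbit acceptor beads 20 ug/mL each, 10 min; AlphaScreen read.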
APE1 inh – qHTS Assay for Inhibitors of the Human Apurinic/apyrimidinic Endonuclease 1 (APE1). DNA repair nuclease/redox regulator APEX1 (Homo sapiens), P27695. recombinant APE1, TAMRA/BHQ-2 abasic DNA cleavage fluorescence. Potency, µM (series often up to 65.8 µM), without a hit: top-dose activity change, negative = inhibition, most hits filed as inhibitors. 0.35% of 350,000 active;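 further: plate controls were vehicle for no effect and reference inhibitor for full effect; nearly all actives have a fitted effect of over 55% in size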
Target sequence (P27695 whole entry, looked up): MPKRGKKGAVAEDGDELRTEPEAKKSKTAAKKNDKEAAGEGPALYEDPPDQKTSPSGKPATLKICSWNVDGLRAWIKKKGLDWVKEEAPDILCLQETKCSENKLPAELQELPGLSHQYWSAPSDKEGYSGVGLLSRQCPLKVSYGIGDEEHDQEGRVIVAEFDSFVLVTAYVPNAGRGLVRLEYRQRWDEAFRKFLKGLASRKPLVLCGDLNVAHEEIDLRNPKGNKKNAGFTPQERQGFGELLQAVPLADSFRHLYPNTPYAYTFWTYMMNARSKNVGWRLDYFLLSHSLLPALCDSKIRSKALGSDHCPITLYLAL
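Incision of a quenched TAMRA/BHQ-2 THF abasic-site duplex (50 nM) by 0.75 nM APE1, after 15 min compound preincubation, measured as fluorescence increase over three 60 s reads. Values normalized to buffer, DMSO and NSC13755 control wells.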
BAZ2B block – qHTS Assay for Inhibitors of BAZ2B. Bromodomain adjacent to zinc finger domain protein 2B (Homo sapiens), Q9UIF8. AlphaScreen BAZ2B-H3K14Ac peptide displacement. Potency, µM (titrated, usually from 114 µM), for inactives: at the top dose activity change, negative = inhibition, actives largely listed as inhibitors. 4.4% of 360,000 active. AID 504333, 2011; further: on the % scale 0 is the no-effect control and ±100 the full control effect; nearly all actives have a fitted effect of over 60% in size
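AlphaScreen luminescence quantifies BAZ2B engagement of H3K14Ac peptide; the protein and biotinylated peptide are both at 50 nM final, buffer PBS pH 7.4 with 0.01% Tween-20, all steps at room temperature.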
Pol beta inh – qHTS Assay for Inhibitors of DNA Polymerase Beta; P06746; AID 485314, 2010; Pol beta primer extension/strand displacement, fluorescence kinetic; 1.3% of 340,000 active; Potency, µM (top dose mostly 114 µM), for the others: at the top dose activity change, negative = inhibition, usual class: inhibitors; further: on the % scale 0 is the no-effect control and ±100 the full control effect
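Pol beta (10 nM) and compounds were preincubated 15 min at room temperature, then 50 nM substrate (final) started primer extension/strand displacement. Reads were taken at 0 and 10 min; concentration-response data were fitted to a four-parameter Hill equation.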
Pol kappa inh – qHTS for Inhibitors of Polymerase Kappa. Potency, µM (highest dose often 107 µM), for inactives: at the top dose activity, negative = inhibition, actives largely listed as inhibitors. purified Pol kappa, fluorescent DNA synthesis assay, 10 min. 0.53% of 400,000 active. AID 588579, 2011. DNA polymerase kappa (Homo sapiens), Q9UBT6; further: on the % scale 0 is the no-effect control and ±100 the full control effect
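Kinetic fluorescence readout at 0 and 10 min followed reaction start with substrate at 50 nM final. Beforehand, enzyme (10 nM Pol kappa) stood 15 min with compound at room temperature; buffer-only wells were negative controls.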
Pol iota inh – qHTS for Inhibitors of Polymerase Iota; DNA polymerase iota (Homo sapiens), Q9UNA4; 1% of 390,000 active; Pol iota fluorescent replication assay, 10 min; Potency, µM (highest dose often 115 µM), for the others: top-dose activity, negative = inhibition, most hits filed as inhibitors
Target sequence (Q9UNA4 whole entry, looked up): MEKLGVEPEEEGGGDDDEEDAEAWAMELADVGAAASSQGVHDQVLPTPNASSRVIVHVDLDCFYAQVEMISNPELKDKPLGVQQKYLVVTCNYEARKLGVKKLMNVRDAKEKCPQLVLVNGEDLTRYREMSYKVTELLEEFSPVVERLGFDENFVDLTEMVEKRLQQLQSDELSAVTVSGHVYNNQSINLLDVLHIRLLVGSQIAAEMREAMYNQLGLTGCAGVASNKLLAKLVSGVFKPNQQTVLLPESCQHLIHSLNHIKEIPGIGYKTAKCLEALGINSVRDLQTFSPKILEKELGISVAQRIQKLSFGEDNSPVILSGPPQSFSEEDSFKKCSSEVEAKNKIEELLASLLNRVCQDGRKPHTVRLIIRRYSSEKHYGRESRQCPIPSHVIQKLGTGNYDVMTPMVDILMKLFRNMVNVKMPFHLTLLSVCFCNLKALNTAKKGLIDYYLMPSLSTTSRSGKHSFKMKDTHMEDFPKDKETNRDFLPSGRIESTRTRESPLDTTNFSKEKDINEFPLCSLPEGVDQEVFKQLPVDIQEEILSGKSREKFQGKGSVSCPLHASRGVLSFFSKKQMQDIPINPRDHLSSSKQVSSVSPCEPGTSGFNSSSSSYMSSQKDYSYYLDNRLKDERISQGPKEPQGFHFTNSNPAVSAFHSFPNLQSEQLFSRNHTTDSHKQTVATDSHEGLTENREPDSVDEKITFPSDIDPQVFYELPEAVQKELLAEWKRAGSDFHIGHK
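Pol iota at 10 nM preincubated 15 min with compounds at room temperature; reaction started with fluorescent substrate, 50 nM final. Fluorescence read kinetically at 0 and 10 min; buffer-only wells as negative control.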
BLM helicase inh – qHTS Assay for Inhibitors of Bloom's syndrome helicase (BLM); RecQ-like DNA helicase BLM (Homo sapiens), P54132; recombinant BLM DNA unwinding, fluorescence dequenching; Potency, µM (doses to about 56.1 µM), without a hit: top-dose activity change, negative = inhibition, most hits filed as inhibitors; 0.2% of 350,000 active; AID 2528, 2010;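 further: plate controls were vehicle for no effect and no enzyme for full effect; nearly all actives have a fitted effect of over 35% in size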
Starred values were filed as active, the others as inactive; ? = inconclusive; . = not tested or not shown; & = joins results of further samples; [ ] = another dose, or the depositor's remark. The call rests on the fitted dose curve; in most records, active means well fitted curve in the direction sought with a large enough effect; inconclusive means small, poorly fitted or top-dose-only effect, or another doubt; inactive means no such curve, though single readings can be large; an effect the other way counts as inactive or inconclusive. Potency means the concentration at half of the fitted maximal effect.

SMILES	POLH inh	Apoferritin bind	G9a block	APE1 inh	BAZ2B block	Pol beta inh	Pol kappa inh	Pol iota inh	BLM helicase inh
O=C(NCc1ccco1)/C(=C\c1cccs1)NC(=O)c1ccco1	-2%	-5%	-27%	-3%	-11%	1%	-12%	9%	-5%
O=C(CCCC(=O)Nc1ccc(Br)cc1)N/N=C/c1ccccc1	-21%	8%	27%	6%	4%	18%	-11%	23%	-1%
O=C(CCn1c(=O)c2ccccc2n(Cc2ccccc2)c1=O)NC1CCN(Cc2ccccc2)CC1	-15%	-4%	.	15%	?	38%	7%	17%	-14%
COc1ccc(C2(c3ccc(OC)cc3)NC(=O)N(CC(=O)NC3(C#N)CCCC3)C2=O)cc1	-11%	.	-5%[12.7 µM]	8%	6%	.	-4%	12%	.
CN(CC(=O)Nc1ccccc1Cl)C(=O)COC(=O)c1ccc(-c2ccc(O)cc2)cc1	-16%	.	.	8%	.	.	-11%	-11%	.
CCCCOc1ccc(-c2cn3ccccc3n2)cc1[N+](=O)[O-]	-19%	?	?	-8%	-26%	0%	1%	5%	-6%
COc1ccc(-c2nn(-c3ccccc3)cc2/C=C/C(=O)OCC(=O)Nc2ccc(C#N)cc2)cc1	-11%	-16%	20%[59 µM]	-1%	5%	29%	-9%	31%[activator]	-7%
COc1ccc(S(=O)(=O)NCCOc2ccccc2)cc1C	6%	-7%	.	3%	-38%	5%	-23%	7%	-5%
Cc1cc(S(=O)(=O)Nc2ccc(-c3ccc(N4CCCCCC4)nn3)cc2)c(C)cc1Cl	-10%	0%	-25%[59 µM]	.	?	?	-13%[60.1 µM]	16%	-7%
Cc1ccc(-c2cc(C(=O)N/N=C/C=C/c3ccco3)c3ccccc3n2)cc1C	-1%	-12%	45µM*	1%	4%	3%	-4%	?	-15%
O=C(Nc1ccccc1)c1ccc(C(=O)Nc2ccccc2)nc1	-15%	-1%	?	0%	-8%	7%	-8%	68%[activator]	-2%
CCOC(=O)c1scc(-c2ccc(C)cc2)c1S(=O)(=O)Nc1ccc(OC)c(Cl)c1	1%	-13%	?	.	-19%	10%	6%	-35%	-6%
Nc1ncnc2nc(SCC(=O)N3CCN(c4ccccc4)CC3)[nH]c12	-8%	-20%	-14%[12.7 µM]	-2%	?	-1%	-2%	-6%	1%
COc1ccc(Cc2nnc(SCc3nc4ccccc4c(=O)[nH]3)n2C)cc1	-4%	-6%	7%[12.7 µM]	1%	3%	-1%	-7%	21%	2%
Cc1ccccc1C(=O)c1cccn1CC(=O)NCc1ccccc1	2%	-16%&-17%	-6%	23%	-1%&-14%	-27%&1%	-3%&3%	17%&18%	-4%&-3%
CN(CCO)c1nc(NCc2ccccc2)c2cnn(C)c2n1	-4%	6%	0%	12%	-12%[57.1 µM]	-7%	-1%	22%	1%
COc1cc(C)c(Cl)cc1S(=O)(=O)N1CCSC1	-12%	-20%	-1%[59 µM]	50%[activator]	-34%	-12%	-6%	183%[activator]	-5%
Cc1ccc(NC(=O)C(C)Sc2nnc(C)n2C)cc1 (stereo not drawn)	-9%	-4%	-21%[0.501 µM]	12%	?	0%	-5%	24%	0%
COc1ccc(C)cc1NC(=O)Nc1ccccc1	-12%	-10%	?	9%	-1%	5%	-8%	-7%	-5%
COc1cc(C(=O)NC2CCCC(C)C2C)ccc1OCC(=O)N1CCOCC1 (stereo not drawn)	-8%	.	-39%[12.7 µM]	50%[activator]	-5%	.	-12%	11%	.
CCOC(=O)c1c(NC(=O)/C=C/c2ccc(C(C)C)cc2)sc2c1CCC2	-2%	-2%	1%[59 µM]	.	1%	26%	-5%	?	-1%
COc1cccc(C(=O)Nc2cc3cc(OC)ccc3oc2=O)c1	.	2%	?	.	-2%	0%	-2%	7%	0%
COc1cc(OC)c2ccc(=O)oc2c1C(CC(=O)N1CCN(c2ccccc2)CC1)c1ccc2c(c1)OCO2 (stereo not drawn)	4%	5%&6%	13%[12.7 µM]	-9%&2%	40µM*	?	-13%&-17%	-23%&-24%	-13%&-9%
Cc1ccccc1NS(=O)(=O)c1ccc2c(c1)oc(=O)n2C	5%	-11%	-10%[0.501 µM]	1%	-4%	18%	-4%	-18%	-5%
CSC1=N/C(=C/c2cccnc2)C(=O)N1Cc1ccccc1	-3%	-17%	.	1%	14%	-1%	3%	1%	0%
CC(Sc1nncn1C)C(=O)Nc1nnc(-c2ccccc2)s1 (stereo not drawn)	-14%	-4%	16%[59 µM]	-8%	11%	-1%	-5%	-8%	3%
CC(=O)NC(C)(C)C1CC=C(C)/C(=N\O)C1 (stereo not drawn)	-7%	-6%	-4%[12.7 µM]	-3%	7%	5%	-4%	12%	-1%
C/C=C(/C)C(=O)O[C@@H]1c2cc3c(c(OC)c2-c2c(cc(OC)c(OC)c2OC)[C@@H](OC(C)=O)[C@@H](C)[C@H]1C)OCO3	-2%	-14%	-3%[59 µM]	4%	-14%	?	0%	7%	0%
Cc1cc(C)c(O)c(-c2cc(C(=O)Nc3ccc(S(=O)(=O)N4CCOCC4)cc3)[nH]n2)c1	-2%	?	-10%[12.7 µM]	-10%	1%	-9%	-8%	-2%	-15%
COc1ccc(OC)c(NC(=O)CSc2nccn2Cc2ccco2)c1	-7%	-11%	50µM*	15%	-36%	1%	-9%	11%	2%
CCOC(=O)N1CCC(N(CCN(C)C)C(=S)Nc2cccc(C)c2)CC1	-13%	-4%	23%[59 µM]	11%	-5%	1%	-2%	0%	3%
Cc1oc(-c2ccccc2Cl)nc1CSc1nc2c(c(=O)[nH]1)CCCC2	-5%	-12%	.	5%	-19%	34%	2%	0%	-2%
COC(=O)c1cc2cc(Cl)ccc2nc1SC	-9%	-5%	1%	2%	1%	-21%	-20%	19%[58.9 µM]	-2%
O=C1CC(=O)Nc2cc(S(=O)(=O)N3CCN(c4cccc(C(F)(F)F)c4)CC3)ccc2N1	-10%	41%[activator]	-36%	1%	-21%	-27%	-8%	36%[activator]	-5%
CN(C(=O)CN1C(=O)c2ccc([N+](=O)[O-])cc2C1=O)C1CCCCC1	6%	.	.	5%	.	.	3%	63%[activator]	.
O=C(COC(=O)CCc1ccccc1)NNC(=O)c1ccccc1	-16%	.	.	19%	.	.	5%	25%	.
CC12CCC(=O)N1C(C(=O)Nc1cc(Cl)ccc1N1CCCC1)CS2 (stereo not drawn)	0%	.	?	-3%	-34%	.	-2%	6%	.
C/C(=N\Nc1cccc(Cl)c1)c1ccncc1	-2%	?	?	2%	?	0%	-8%	25%	0%
Cn1ccc(=S)c2ccccc21	6%	-15%	32µM*	7%	.	-7%	3%	17%	2%
CC1=C(C(=O)Nc2ccc(C)cc2C)C(c2cccn2C)n2ncnc2N1 (stereo not drawn)	-11%	-5%	-6%[59 µM]	.	-17%	-8%	-8%[60.1 µM]	-2%	0%
COc1cccc(-n2nnnc2SCC(=O)Nc2ccc(OC)cc2OC)c1	-1%	0%	39%	15%	0%	-1%	1%	-4%	-4%
CCOc1ccc(N2C(=O)CC(N(C)Cc3ccccc3)C2=O)cc1 (stereo not drawn)	-12%	-6%	?	-5%	9%	1%	-7%	16%	0%
Cc1ccccc1N1CC(C(=O)Nc2nnc(SCCN3CCOCC3)s2)CC1=O (stereo not drawn)	-20%	-17%	16µM*	-1%	-29%	6%	-12%	4%	-8%
CCOc1ccc(CNC(=O)C2CCN(c3nnc(C)c4c(C)n(-c5ccc(C)cc5)nc34)CC2)cc1	?	-22%	22µM*	-3%	56µM*	7.9µM*	-37%	?	-17%
Clc1ccc(OCCSc2ncccn2)cc1	4%	?	62%[activator][59 µM]	2%	105%[activator]	-25%	-2%	2%	-3%
CN(CC(=O)NCc1ccncc1)S(=O)(=O)c1ccc(Cl)cc1	1%	-2%	5%	1%	-3%	1%	3%	-3%	0%
CC(C(=O)OCC(=O)Nc1cccc(S(=O)(=O)N(C)C)c1)N1C(=O)c2ccccc2C1=O (stereo not drawn)	-23%	-8%	-35%	-3%	-5%	-17%	7%	29%	-3%
COC(=O)c1c(NC(=O)CN2CCC(C(N)=O)CC2)c2c(C)cccc2n1C	-8%	-6%	?	4%	-3%	8%	3%	0%	1%
O=C(CC1Nc2ccccc2NC1=O)NCC1COc2ccccc2O1 (stereo not drawn)	1%	-12%	?	-3%	-35%	8%	-11%	0%	-7%
Cc1ccc(S(=O)(=O)NNC(=S)Nc2cccc(F)c2)cc1	-10%	-1%	33%[59 µM]	?	-21%	25%	-16%	10%	-5%
COc1ccc(NC(=O)OCCN2CCN(Cc3ccccc3)CCC2=O)cc1	-10%	1%[110 µM]	16%[59 µM]	-3%&4%	?	0%	0%[60.1 µM]	-1%	1%[75.6 µM]
O=C(CSc1nc(-c2ccc(Cl)cc2)nc2c1Cc1ccccc1O2)N1CCCCC1	-11%	-2%	?	.	-8%	4%	-1%	36%[activator]	-2%

2 compounds picked at random from those above, as already listed:
SMILES	POLH inh	Apoferritin bind	G9a block	APE1 inh	BAZ2B block	Pol beta inh	Pol kappa inh	Pol iota inh	BLM helicase inh
CN(CC(=O)NCc1ccncc1)S(=O)(=O)c1ccc(Cl)cc1	1%	-2%	5%	1%	-3%	1%	3%	-3%	0%
Cc1ccc(S(=O)(=O)NNC(=S)Nc2cccc(F)c2)cc1	-10%	-1%	33%[59 µM]	?	-21%	25%	-16%	10%	-5%

Some entries already given with just BLM helicase inh.
| Structure | BLM helicase inh |
| --- | --- |
| O=C(CSc1nc(-c2ccc(Cl)cc2)nc2c1Cc1ccccc1O2)N1CCCCC1 | -2% |
| CN(CC(=O)NCc1ccncc1)S(=O)(=O)c1ccc(Cl)cc1 | 0% |
| COc1cccc(-n2nnnc2SCC(=O)Nc2ccc(OC)cc2OC)c1 | -4% |
| CCOc1ccc(N2C(=O)CC(N(C)Cc3ccccc3)C2=O)cc1 (stereo not drawn) | 0% |

This is a subset; the hit share may differ from the screen's.
